Compound activity deposited in PubChem by Broad Institute.
PglD DTNB: blocks C. jejuni PglD acetyltransferase activity; purified PglD enzyme, DTNB colorimetric CoA detection; 360,000 compounds, 0.098% hits; AID 602405; inhibition, % at 12.5 µM; in the data active = inhibition above about 16%, passing the limit was not always enough; inconclusive = no clear call, values can overlap the other calls; note: strong numbers were not always called active
RAD54 branch: inhibitors of human RAD54 branch migration | RAD54 Holliday junction branch migration, FAM/BHQ fluorescence | inhibition, % at 10.4 µM | 360,000 compounds, 0.14% hits | AID 602329;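 active = mean normalized replicate activity at least 40 and at least half of replicates scoring 40 or more; inconclusive = only one of the two criteria met; inactive = mean below 40 and under half of replicates reaching 40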;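 note: 0% = median of neutral control wells and 100% = median of positive control wells; inhibitors cause a drop in the FAM fluorescence signal; in these data hits start at about 50%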
PGC1a acetyl inh: PGC1a acetylation modulation, inhibitor mode | U2OS PGC1a acetylation, AlphaScreen anti-acetyl-lysine; with virally co-expressed GCN5 acetyltransferase | inhibition, % at 15.6 µM | 350,000 compounds, 0.17% hits | AID 651687;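 active = every replicate shows inhibition of at least 40%; inconclusive = mean inhibition at least 40% but some replicate below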;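 note: 0% = neutral control wells and 100% = positive control wells; some results beyond the cut were filed as inactive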
ERAP1 inh: ERAP1 (human) enzyme inhibition | Q9NZ08 | recombinant ERAP1, Leu-AMC fluorescence, 60 min | inhibition, % at 10.7 µM | 340,000 compounds, 0.15% hits | AID 652197;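 active = mean replicate inhibition of at least 30%, or all replicates individually reaching that 30% level; inactive = mean below 30% and not every replicate reaching it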;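 note: 0% = neutral control wells and 100% = L-leucinethiol positive control wells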
E-selectin induc: induces E-selectin expression in human endothelial cells; activation, % at 7.58 µM; AID 686992; P16581; 260,000 compounds, 0.37% hits; HUVEC E-selectin immunofluorescence imaging; normalized: neutral wells 0, TNF-alpha wells 100;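 active = mean E-selectin-positive cell signal at least 10% of the positive control, reached in at least 60% of replicates, without over 20% cell loss; inconclusive = no rule given, readout overlaps actives, possibly toxicity-flagged; inactive = the rest, including those meeting only one limit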;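 note: in these data hits start at about 27%; measured in HUVEC primary endothelial cells; signal is the percent of cells scored E-selectin positive by PE staining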
Target sequence (P16581 whole entry, looked up): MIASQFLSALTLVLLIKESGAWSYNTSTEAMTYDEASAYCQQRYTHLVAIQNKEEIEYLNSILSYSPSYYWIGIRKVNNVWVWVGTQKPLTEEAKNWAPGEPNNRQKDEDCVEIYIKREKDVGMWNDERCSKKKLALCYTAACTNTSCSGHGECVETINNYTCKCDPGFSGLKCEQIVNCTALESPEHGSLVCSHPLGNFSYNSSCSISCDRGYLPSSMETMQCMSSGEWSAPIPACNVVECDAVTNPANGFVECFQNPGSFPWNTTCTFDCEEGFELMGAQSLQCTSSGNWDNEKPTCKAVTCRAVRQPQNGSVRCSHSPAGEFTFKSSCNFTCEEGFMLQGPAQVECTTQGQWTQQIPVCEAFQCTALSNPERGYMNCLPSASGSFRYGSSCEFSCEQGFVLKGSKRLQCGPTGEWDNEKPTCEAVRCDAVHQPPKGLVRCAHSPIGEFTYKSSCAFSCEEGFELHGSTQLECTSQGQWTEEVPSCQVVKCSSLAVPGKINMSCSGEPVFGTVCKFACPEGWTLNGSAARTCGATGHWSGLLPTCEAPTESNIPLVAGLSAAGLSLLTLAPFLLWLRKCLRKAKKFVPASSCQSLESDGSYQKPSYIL
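Test system: HUVEC; input: 3,000 HUVEC/well; measured by: immunofluorescence imaging; read-out: % PE-positive cells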
Cneo AK release: Cryptococcus neoformans lysis via adenylate kinase release; lysis activity, % at 15 µM; C. neoformans lysis, adenylate kinase release luminescence, 4 h; normalised: neutral wells 0, clomiphene wells 100; 360,000 compounds, 0.2% hits; AID 651654;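 active = mean lysis activity across replicates of at least 80%, whatever share of replicates individually reach that level; inactive = mean lysis activity below 80%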
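Assay system: C. neoformans cells. Amount: yeast cell density of 5 × 10^6 cells/mL. Technique: AK luminescence. Buffer or medium: YPD. Times: static 4 h at 37 °C with compound, 1 h detection. Dosing: single-point compound dose. Read-out: lysis from increased AK signal.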
RAD52 anneal inh: inhibitors of human RAD52 DNA annealing | P43351 | recombinant RAD52 DNA annealing, FRET fluorescence | 360,000 compounds, 0.46% hits | AID 651710 | inhibition, % at 18.7 µM;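 active = every replicate showing at least 50% inhibition; inconclusive = mean inhibition at least 50% but not in every replicate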
Target sequence (P43351 whole entry, looked up): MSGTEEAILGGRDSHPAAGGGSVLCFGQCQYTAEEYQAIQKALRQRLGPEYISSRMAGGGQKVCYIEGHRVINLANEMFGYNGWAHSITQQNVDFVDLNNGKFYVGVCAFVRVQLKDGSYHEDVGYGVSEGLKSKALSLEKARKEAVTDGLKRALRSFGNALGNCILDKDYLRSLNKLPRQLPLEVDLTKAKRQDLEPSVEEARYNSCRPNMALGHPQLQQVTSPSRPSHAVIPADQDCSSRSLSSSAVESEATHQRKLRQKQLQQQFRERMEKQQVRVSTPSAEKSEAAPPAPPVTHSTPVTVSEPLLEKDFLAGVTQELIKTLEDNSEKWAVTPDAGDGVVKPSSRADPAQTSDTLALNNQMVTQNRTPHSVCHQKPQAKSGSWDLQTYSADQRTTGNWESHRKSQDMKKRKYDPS
miR-122 sensor: miR-122 inhibition in Huh7 cells | 340,000 compounds, 0.3% hits | Huh7 miR-122 Renilla luciferase sensor, 48 h; neutral wells = 0, positive control = 100 | activation (reporter increase), % at 12.5 µM;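 active = mean replicate activation score at least 90 and every replicate individually at or above 90; inconclusive = only one of the two criteria met; inactive = neither criterion met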;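 note: higher luciferase means less miR-122 activity so hits act as miR-122 inhibitors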
* marks the source's active call; other numbers are inactive results; ? = inconclusive; / = not tested or not shown; [ ] = another dose, or the depositor's remark.

SMILES	PglD DTNB	RAD54 branch	PGC1a acetyl inh	ERAP1 inh	E-selectin induc	Cneo AK release	RAD52 anneal inh	miR-122 sensor
C/C=C/c1ccc([C@@H]2[C@@H](CO)N(C(C)=O)[C@@H]2CN(C)C(=O)c2ccccn2)cc1	3	3	3	3	0.0	1	-17	-75[16.7 µM]
COc1cc(OC)cc(C(=O)Nc2cccc3c2CCCC3)c1	-10	1	1	-3	/	-1	-18	4
COc1ccc(CN(C)C[C@@H]2Oc3ccc(NS(=O)(=O)c4cn(C)cn4)cc3CC(=O)N([C@H](C)CO)C[C@H]2C)cc1	-2	-2	-2	-1	-0.2	-3	-4	-4[16.7 µM]
C=CCN1C(=O)C2(C(C(=O)c3ccc(C)o3)=C(O)C(=O)N2CCCN2CCOCC2)c2ccccc21 (configuration not stated)	-5	2	0	/	/	0	/	-3
CC(=O)OC[C@]1(OC(C)=O)C[C@@]23CC[C@H]4[C@@](C)(CCC[C@@]4(C)C(=O)O)[C@@H]2CC[C@@H]1C3	-2	-2	/	-7	-0.1	0	-17	-18
Cc1ccccc1-c1ccc2c(c1)O[C@H](CN(C)Cc1ccc(C(=O)O)cc1)[C@@H](C)CN([C@H](C)CO)S2(=O)=O	0	4	13	-4	-0.3	-3	-5	-11[16.7 µM]
CN(C)CCCN1c2ccc(O)cc2Sc2ccc(Cl)cc21	-2	28	/	3	-0.1	3	49	/
CC(=O)C1=C(O)C(=O)N(c2nnn(C)n2)C1c1cccs1 (configuration not stated)	-3	-3	8	/	0.1	-2	-5	-7
Cc1c(NS(=O)(=O)c2ccc(Cl)c(C(=O)OC(C)C(=O)NCc3ccco3)c2)c(=O)n(-c2ccccc2)n1C (configuration not stated)	1	5	/	0	3.8	-1	-11	/
OCC1OC(O)CC(O)C1O (configuration not stated)	-5	5	-3	-3	/	3	-7	1
COc1cc(NC(=O)Cn2c(=O)n(CC3CCCO3)c(=O)c3cc(OC)c(OC)cc32)cc(OC)c1 (configuration not stated)	2	-5	-10	-4	0.1	3	-6	0
C=CCN1c2ccc(Br)cc2C(=O)CS1(=O)=O	1	-7	-2	0	-0.1	0	-32	4
CCCCCOc1ccc(C(=O)C(c2ccccc2)N2CCOCC2)cc1 (configuration not stated)	-17	-7	-10	/	/	2	/	-4
Cc1cccc(CN(C)C[C@@H]2Oc3ncc(-c4ccccc4)cc3C(=O)N([C@H](C)CO)C[C@@H]2C)c1	-1	3	7	1	0.3	-7	2	3[16.7 µM]
O=C(C[C@@H]1C[C@H]2c3cc(NC(=O)CC4CC4)ccc3O[C@H]2[C@H](CO)O1)NCc1cccc(F)c1	0	-1	12	3	0.2	71	0	27[16.7 µM]
O=S(=O)(Nc1cccc(-c2cn3cccnc3n2)c1)c1ccc(Cl)cc1	13	-1	/	-2	/	-1	-33	48
Cc1ccc(S(=O)(=O)N(C)C[C@@H]2Oc3ccc(NC(=O)NC4CCCCC4)cc3CC(=O)N([C@H](C)CO)C[C@@H]2C)cc1	0	?	3	1	0.7	0	18	2[16.7 µM]
Cc1ccc(S(=O)(=O)N2C[C@@H]3[C@H]4CC[C@H](C4)[C@@H]3[C@@H](C)[C@@H]2c2ccco2)cc1	0	1	-33	-5	0.1	0	-3	-2
CNC[C@H]1Oc2c(NC(=O)Nc3ccccc3)cccc2C(=O)N([C@H](C)CO)C[C@H]1C	-1	-2	4	5	-0.1	57	0	2[16.7 µM]
C[C@H](NC(N)=O)C(=O)OCC(=O)NCc1cccs1	0	-1	/	9	0.0	-1	-9	-4
CCOc1ccc(Nc2ccc(S(=O)(=O)N3CCOCC3)cc2[N+](=O)[O-])cc1	5	3	2	-1	0.2	3	-7	-13
O=C(NC1CCCC1)c1ccc(COCC(F)(F)C(F)F)o1	/	-13	-7	2	/	-4	-14	-1
Cc1ccccc1-c1ccc2c(c1)O[C@H](CN(C)C(=O)Nc1ccc(F)cc1)[C@H](C)CN([C@H](C)CO)S2(=O)=O	6	-1	14	4	0.1	1	12	47[16.7 µM]
CC(OC(=O)/C=C/c1ccc2ccccc2n1)C(=O)NCc1ccccc1 (configuration not stated)	0	-3	/	3	/	0	-7	-6
COC(=O)Cn1c(=O)n(CCc2ccccc2)c(=O)c2c3c(sc21)CCCC3	/	/	-6	-1	/	/	-8	17
CCCCN(C)C(=O)C1CCN(C/C(C)=C/c2ccccc2)CC1	1	16	-25	/	/	-2	/	-2
C=CCn1c(CCc2ccccc2)nnc1SCC(=O)OC	4	-10	-5	-1	/	-2	1	2
COc1ccc(-n2c3c(cc(C(=O)NCC(=O)c4ccccc4)c2=O)C(=O)CC(C)(C)C3)cc1	-8	6	/	2	0.1	-6	-7	/
Cc1ccc(OCC(O)Cn2c(N3CCCCC3)nc3c2c(=O)[nH]c(=O)n3C)cc1 (configuration not stated)	1	1	/	-1	/	0	-21	/
O=C(COc1ccc(NC(=O)c2ccccc2[N+](=O)[O-])cc1)c1ccc(F)cc1	3	-3	-1	-9	0.2	0	-17	10
CC1(C)Cc2c(sc(NC(=O)c3ccc(S(=O)(=O)N4CCCC4)cc3)c2C#N)C(C)(C)N1	4	0	/	3	/	-2	-9	/
CC(CCc1ccccc1)NC(=O)CSc1nnnn1C (configuration not stated)	-4	3	/	2	/	0	10	2
CO[C@@H]1CN(C)C(=O)c2cc(NC(=O)c3ccc(F)cc3)ccc2OC[C@H](C)NC[C@H]1C	5	-11	-5	/	-0.3	-1	/	2[16.7 µM]
O=C(c1cccc(Cl)c1)N1CCC(=O)N(C(COCc2ccccc2)Cc2ccccc2)CC1 (configuration not stated)	-4	-7	/	4	/	2	-7	/
CCOc1ccccc1NC(=O)C1=C(C)NC(=S)NC1c1cccs1 (configuration not stated)	-1	-9	10	/	/	1	/	-5
C[C@@H]1CN([C@H](C)CO)C(=O)c2cccc(NC(=O)C3CCOCC3)c2O[C@@H]1CN(C)S(=O)(=O)c1cccs1	0	-7	1	6	-0.2	-2	-11	1[16.7 µM]
COc1cc(OC)cc(-c2oc3cccnc3c2C#CCCO)c1	0	22	-16	1	/	4	-21	-7
Clc1ccc(Cl)c(OCCCCN2CCNCC2)c1	-6	2	/	0	/	0	-1	/
CCCc1cc(CNC(=O)C2CCC(=O)N(Cc3ccccc3OC)C2)on1 (configuration not stated)	-7	-1	6	-3	3.2	4	-16	-6
C[C@H]1CN([C@@H](C)CO)C(=O)c2cc(C#CC(C)(C)O)cnc2O[C@@H]1CN(C)Cc1ccccn1	0	-1	4	0	0.0	-1	-27	-2[16.7 µM]

Arranged by number of heavy atoms (high to low): some entries from above.
SMILES	PglD DTNB	RAD54 branch	PGC1a acetyl inh	ERAP1 inh	E-selectin induc	Cneo AK release	RAD52 anneal inh	miR-122 sensor
C=CCN1C(=O)C2(C(C(=O)c3ccc(C)o3)=C(O)C(=O)N2CCCN2CCOCC2)c2ccccc21 (configuration not stated)	-5	2	0	/	/	0	/	-3
COc1ccc(-n2c3c(cc(C(=O)NCC(=O)c4ccccc4)c2=O)C(=O)CC(C)(C)C3)cc1	-8	6	/	2	0.1	-6	-7	/
Cc1ccc(OCC(O)Cn2c(N3CCCCC3)nc3c2c(=O)[nH]c(=O)n3C)cc1 (configuration not stated)	1	1	/	-1	/	0	-21	/
COc1cc(OC)cc(C(=O)Nc2cccc3c2CCCC3)c1	-10	1	1	-3	/	-1	-18	4

Remaining list, next part
SMILES	PglD DTNB	RAD54 branch	PGC1a acetyl inh	ERAP1 inh	E-selectin induc	Cneo AK release	RAD52 anneal inh	miR-122 sensor
CCN(CC)c1ccc(C2=NNC(=O)CC2C)cc1[N+](=O)[O-] (configuration not stated)	-4	-2	8	/	/	1	/	-5
Cc1ccc(S(=O)(=O)N2CCOCC2)cc1NC(=O)COC(=O)c1ccc(Cl)s1	1	0	2	2	1.6	0	2	6
CN1CCN(S(=O)(=O)c2ccc3ccccc3c2)CC1	-4	-1	2	/	0.0	-1	-3	-3
CC(=O)n1cc(-c2ccncc2)c2ccccc21	-2	28	-8	4	0.0	2	3	-2
COc1cccc(OCc2cc(C(=O)N3CCC(c4ccncc4)CC3)no2)c1	-5	-4	0	-1	/	-3	-7	-8
Cc1cc(NC(=O)CSc2nc3c(sc4ccccc43)c(=O)n2CCCN2CCOCC2)n[nH]1	-1	-5	-12	3	/	/	-3	178*
C=CCn1c(SCC(=O)Nc2cc(C)on2)nc2ccccc21	-1	10	/	-2	2.1	0	-77	-3
CC(=O)c1cnc(Nc2cccc(C)c2)s1	/	/	-1	5	0.4	/	-8	/
COCCCN(C(=O)Cc1csc(-c2cccc(Cl)c2)n1)c1c(N)n(Cc2ccccc2)c(=O)[nH]c1=O	3	-18	12	-1	0.8	0	-7	-2
C[C@H](CO)N1C[C@H](C)[C@H](CN(C)C(=O)Cc2ccncc2)Oc2ncc(C3=CCCC3)cc2C1=O	1	-2	8	0	0.1	-2	-4	-16[16.7 µM]
COc1ccc(S(=O)(=O)n2cccc2)cc1	1	2	-4	-1	0.1	4	-11	4
Cc1ccc(N(CC(N)=O)C2SC(=O)N(C)C2=O)cc1 (configuration not stated)	-2	8	3	/	/	2	/	-1
COc1ccc([C@H]2C[C@H](n3cc(COC(=O)c4ccccc4)nn3)[C@@H](O)CN2Cc2cccs2)cc1	1	-4	-3	/	-7.7	0	-89	0
COCCOc1nc2c(c(=O)n(C)c(=O)n2C)n1Cc1cccc(OC)c1	-3	-5	2	/	/	1	/	-1
O=C(C[C@H]1CC[C@@H]2[C@H](COC[C@H](O)CN2C(=O)Nc2ccc(C(F)(F)F)cc2)O1)NCC1CCCCC1	4	-3	-6	-2	1.0	-2	7	-12[16.7 µM]
COc1ccc(S(=O)(=O)N(C)C[C@H]2OCc3ccccc3-c3ccccc3C(=O)N([C@@H](C)CO)C[C@@H]2C)cc1	2	4	5	3	-0.6	-4	11	/
CCN(CC)c1cc(NCCO)c([N+](=O)[O-])c2nonc12	-13	-2	/	/	/	0	/	-18
COc1ccc(-c2cc(C(=O)N3CCCc4ccccc43)no2)cc1	-4	-3	-11	/	/	-8	/	-1
CC1CCCCC1=NNC(=O)c1ccccc1 (configuration not stated)	-4	5	1	2	-0.1	1	-13	-1
COc1ccc(NC(=O)C2(C)Cc3c(-c4cccc(NC(C)=O)c4)ccnc3O2)cc1 (configuration not stated)	5	-9	-71	1	2.6	1	1	12
Cc1cc(C(=O)COC(=O)COc2ccccc2C#N)c(C)n1CC1CCCO1 (configuration not stated)	-5	-7	9	-2	1.5	2	-16	-9
CCN1CC=C2C(C#N)=C(N)C(C#N)(C#N)C(CCc3ccccc3)C2C1 (configuration not stated)	-3	-26	0	/	/	-10	/	25
COc1ccc(C(=O)N2CCc3ccccc32)cc1	-1	-5	-10	/	/	-2	/	1
COc1ccc(C(C)C)cc1-c1cc(C(=O)NCc2cc(C(F)(F)F)cc(C(F)(F)F)c2)[nH]n1	0	4	-1	1	0.2	1	7	-4
CCOC(=O)C1=C(C)NC(C)=C(C(=O)OCC)C1C(=O)OCC(=O)N(C)C	1	2	9	4	4.3	-4	-3	-4
CCOc1cc(S(=O)(=O)NCc2ccncc2)c(C)cc1C	/	/	-5	1	/	/	-9	63
O=C(O)c1ccccc1NN=C1CCCCC1	-6	1	-14	/	-0.6	-4	/	-8
Cc1ccc(C(C)C)cc1OCC(=O)NCCCn1ccnc1	5	-11	-7	-2	-0.1	2	-5	3
CN(CC(=O)N1CCCCCC1)S(=O)(=O)c1ccccc1	1	2	-2	-3	/	0	-4	-3

This is a random part of the collection; overall some 1.4% were active at least once.
